# High-throughput results from PubChem BioAssay.
# ERG-DNA inh = inhibitors of human ERG Ets domain-DNA interaction. AID 624246. 370,000 compounds, 0.028% hits. fluorescence polarization, His-ERG Ets domain / labelled DNA. Potency, µM (titrated, usually from 76.9 µM), without a hit: top-dose FP activity, negative = inhibition, most hits filed as inhibitors; active means well fitted inhibition curve with a large enough effect in the polarisation, with a control signal flat; inconclusive means small, poorly fitted or top-dose-only effect, or effect the other way, or a change in a side signal; inactive means no such curve, though single readings can be large or run the other way; the % refers to the polarisation;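 further: polarization taken with two DNA probes labelled with fluorescein and Texas red; potency means the concentration at half of the fitted maximal effect; % of control where 0% means no effect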
#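 His-tagged ERG Ets domain (1 uM in the protein solution; 300mM KCl, 50mM Tris-HCl, 1mM EDTA, 1mM DTT, pH 7.5) received compound, then a probe mix of 5 nM fluorescein-DNA and 100nM Texas-615-DNA. Fluorescence polarization was read for both dyes.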
# RGS4 inh = human RGS4 inhibition; 390,000 compounds, 0.039% hits; Transcreener GDP fluorescence polarization, RGS4-accelerated GTP hydrolysis; Potency, µM (titrated, usually from 114 µM), for the others: top-dose activity change, negative = inhibition, hits mostly inhibitors; P49798; further: potency means the concentration at half of the fitted maximal effect; on the % scale 0 is the no-effect control and ±100 the full control effect; nearly all actives have a fitted effect of over 75% in size; some results filed as inactive show a strong effect at the top dose
# Target sequence (P49798 whole entry, looked up): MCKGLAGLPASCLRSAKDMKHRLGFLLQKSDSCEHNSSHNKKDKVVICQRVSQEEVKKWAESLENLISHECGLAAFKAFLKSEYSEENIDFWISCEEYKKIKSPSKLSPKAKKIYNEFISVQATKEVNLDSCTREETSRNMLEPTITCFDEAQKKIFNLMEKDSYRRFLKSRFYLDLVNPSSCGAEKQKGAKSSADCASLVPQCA
#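 MLSMR compounds (23 nl, pin-transferred) preincubated 10 min at room temperature with a 500nM (2x) first reagent, then RGS4 at 900nM (2x) plus Transcreener GDP mix added; fluorescence polarization (620/688 nm) read before and after 90 min at 30 °C.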
# Apoferritin bind = candidate novel general anesthetic via apoferritin binding; Potency, µM (titrated, usually from 77.5 µM), without a hit: at the highest dose activity change, negative = displacement, actives largely listed as inhibitors; P02791; 350,000 compounds, 0.074% hits; apoferritin/1-aminoanthracene competitive binding, fluorescence; further: potency means the concentration at half of the fitted maximal effect; on the % scale 0 is the no-effect control and ±100 the full control effect; nearly all actives have a fitted effect of over 20% in size
# Target sequence (P02791 2-175 limits assumed): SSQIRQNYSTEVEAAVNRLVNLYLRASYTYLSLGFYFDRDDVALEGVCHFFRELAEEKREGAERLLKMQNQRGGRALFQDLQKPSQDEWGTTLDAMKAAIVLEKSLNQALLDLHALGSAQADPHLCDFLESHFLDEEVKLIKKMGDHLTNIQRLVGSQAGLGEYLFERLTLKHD
#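 Probe: 1-aminoanthracene (50% saturated, PBS). Protein: horse-spleen apoferritin, 10 uM. Incubation: 10 min, room temperature. Detection: 380 nm excitation, 535 nm emission. Analysis: normalized response, four-parameter Hill.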
# Pol kappa inh = DNA polymerase kappa (human) inhibition; purified Pol kappa, fluorescent DNA synthesis assay, 10 min; Q9UBT6; Potency, µM (highest dose often 107 µM), for inactives: at the top dose activity, negative = inhibition, most hits filed as inhibitors; 400,000 compounds, 0.53% hits; further: potency means the concentration at half of the fitted maximal effect; on the % scale 0 is the no-effect control and ±100 the full control effect
#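 10 nM Pol kappa preincubated 15 min at room temperature with compounds, then reaction started with substrate at 50 nM final. Fluorescence read kinetically at 0 and 10 min; buffer-only wells served as negative control.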
# Pol eta inh = inhibitors of human DNA polymerase eta; 390,000 compounds, 1.2% hits; Q9Y253; recombinant Pol eta, fluorescent DNA replication assay; Potency, µM (doses to about 114 µM), for inactives: top-dose activity change, negative = inhibition, hits mostly inhibitors; further: potency means the concentration at half of the fitted maximal effect; on the % scale 0 is the no-effect control and ±100 the full control effect
# Target sequence (Q9Y253 whole entry, looked up): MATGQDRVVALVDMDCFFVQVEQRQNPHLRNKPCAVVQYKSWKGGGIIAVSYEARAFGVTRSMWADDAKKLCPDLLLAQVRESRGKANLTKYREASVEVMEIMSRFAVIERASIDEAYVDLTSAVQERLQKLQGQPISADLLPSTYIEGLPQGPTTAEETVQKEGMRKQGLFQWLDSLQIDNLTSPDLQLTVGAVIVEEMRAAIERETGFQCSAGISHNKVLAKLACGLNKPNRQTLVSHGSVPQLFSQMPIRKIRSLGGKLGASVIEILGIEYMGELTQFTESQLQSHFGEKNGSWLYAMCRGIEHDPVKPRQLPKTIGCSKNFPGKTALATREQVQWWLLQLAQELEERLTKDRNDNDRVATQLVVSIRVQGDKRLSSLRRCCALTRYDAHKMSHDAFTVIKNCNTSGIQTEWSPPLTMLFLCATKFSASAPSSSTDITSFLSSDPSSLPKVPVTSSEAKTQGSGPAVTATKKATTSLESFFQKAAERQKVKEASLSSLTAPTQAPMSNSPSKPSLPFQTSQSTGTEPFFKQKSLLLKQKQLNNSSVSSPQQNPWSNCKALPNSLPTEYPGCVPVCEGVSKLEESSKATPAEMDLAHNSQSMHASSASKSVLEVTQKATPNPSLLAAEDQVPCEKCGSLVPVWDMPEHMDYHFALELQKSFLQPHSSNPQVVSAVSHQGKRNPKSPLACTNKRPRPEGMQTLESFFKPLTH
#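 Fluorescent replication assay: 50 nM final substrate added after a 15 min room-temperature compound preincubation with 10 nM enzyme. Signal taken at 0 min and again at 10 min.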
# POLB inh = blocks human DNA polymerase beta activity; Pol beta primer extension/strand displacement, fluorescence kinetic; 340,000 compounds, 1.3% hits; Potency, µM (highest dose often 114 µM), for inactives: at the top dose activity change, negative = inhibition, actives largely listed as inhibitors; AID 485314; P06746; further: potency means the concentration at half of the fitted maximal effect; on the % scale 0 is the no-effect control and ±100 the full control effect
#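 Enzyme-only controls used 10 nM Pol beta; buffer lacking enzyme served as negative control. Compound preincubated 15 min, then 50 nM substrate added; 0 and 10 min reads at room temperature.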
# APE1 inh = APE1 (human) endonuclease inhibition; Potency, µM (doses to about 65.8 µM), inactives show at the highest dose activity change, negative = inhibition, hits mostly inhibitors; recombinant APE1, TAMRA/BHQ-2 abasic DNA cleavage fluorescence; AID 2517; 350,000 compounds, 0.35% hits; P27695;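 further: potency means the concentration at half of the fitted maximal effect; plate controls were vehicle for no effect and reference inhibitor for full effect; nearly all actives have a fitted effect of over 55% in size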
#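 Quantitative HTS: incision of a TAMRA/BHQ-2 double-stranded substrate bearing a tetrahydrofuran abasic site by 0.75 nM APE1 raises fluorescence. Substrate 50 nM final, added after 15 min compound preincubation at room temperature; progress as third-minus-first kinetic read difference.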
# ALOX12 inh = inhibitors of human 12S-lipoxygenase ALOX12. Potency, µM (doses to about 108 µM), without a hit: top-dose activity change, negative = inhibition, hits mostly inhibitors. P18054. 580,000 compounds, 1.1% hits. purified 12hLO, xylenol orange hydroperoxide absorbance. AID 1671190; further: potency means the concentration at half of the fitted maximal effect; on the % scale 0 is the no-effect control and ±100 the full control effect
#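 Purified human 12hLO at 150 nM in 25 mM Hepes, 0.01% Triton X-100, pH 7.0, preincubated 15 min at room temperature with compound. Reaction started with 40 uM arachidonic acid, 30 min at room temperature. Hydroperoxide measured by Fe-xylenol orange, 573/405 nm absorbance ratio.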
# LDHA block = blocks human lactate dehydrogenase A; 480,000 compounds, 0.15% hits; purified LDHA, NADH/diaphorase-resazurin fluorescence; active compounds read low; activity change, % (values are at about 110 or 230 µM); P00338; in the data active means activity change below about -30%; inconclusive means mostly about -25% to -30%;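 further: plate controls were DMSO wells for no effect and wells without enzyme for full effect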
#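 Resorufin fluorescence (ex540/em590), read at 0 and 20 min after diaphorase/resazurin addition, reports the NADH left after a 5 min room-temperature reaction of 2 nM human LDH5 with 0.06 mM NADH and 0.2 mM pyruvate.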
# Active calls of the source: *; i = inactive; u = inconclusive; x = not tested or not shown; & = joins results of further samples; [ ] = another dose, or the depositor's remark. Unless noted, the call rests on the fitted dose curve; in most records, active means well fitted curve in the direction sought with a large enough effect; inconclusive means small, poorly fitted or top-dose-only effect, or another doubt; inactive means no such curve, though single readings can be large; an effect the other way counts as inactive or inconclusive. An excerpt; the hit share may differ from the screen's.
# Each structure is followed by: ERG-DNA inh	RGS4 inh	Apoferritin bind	Pol kappa inh	Pol eta inh	POLB inh	APE1 inh	ALOX12 inh	LDHA block
1	CCC(CC)C(=O)N1N=C(c2ccc(NS(C)(=O)=O)cc2)CC1c1ccc(C)cc1 (centres undefined)
 : 4%	0%	-14%	-5%	-29%	3%	-5%	-25%	-10
2	CC(=O)N1c2ccc(S(=O)(=O)N3CCC(C(=O)NCc4ccc(Cl)cc4)CC3)cc2CC1C (centres undefined)
 : 24%	2%[11.4 µM]	-6%	-15%	5%	-2%	-17%	-24%	-3
3	COc1ccc(OC)c(S(=O)(=O)N2CCN(C(=O)NC3CCCCC3)CC2)c1
 : 6%	3%	x	16%	-6%	x	37%	-3%	2
4	COc1ccc(CC(=O)N2CCC(Nc3nc4ccccc4n3Cc3ccc(F)cc3)CC2)cc1
 : 1%	19%	-22%	-11%	-21%	0%	-4%	-10%	2
5	CCN(CC)S(=O)(=O)c1ccc2c(c1)oc(=O)n2CC(=O)NC1CCCCC1
 : -2%	10%	0%	-6%	-19%	u	34%	24%	-1
6	CCOC(=O)C(C)Sc1nc2c(cnn2-c2ccc(C)cc2)c(=O)[nH]1 (centres undefined)
 : 4%	6%	1%	-13%	4%	31%	16%	-15%	-6
7	Cc1ccc(C(=O)Nc2nnc(S(=O)(=O)N3CCc4ccccc43)s2)cc1
 : 11%	-21%	-9%	3%	-1%	2%	x	-18%	-6
8	O=C(COC(=O)c1cc(=O)[nH]c2ccccc12)Nc1cccc(S(=O)(=O)N2CCOCC2)c1
 : u	0%	u	-2%	7%	-3%	1%	-11%	-2
9	C=CCN1c2ccccc2[C@]23C[C@@H](C(=O)OC)N(C(=O)CC(C)C)C2=NC(C(=O)OC)=C(C(=O)OC)[C@H]13
 : -4%	0%	-15%	0%	-17%	0%	-2%[12.4 µM]	0%	0
10	CCN(CC)c1ccc(/C=N/NC(=O)OC(C)(C)C)cc1
 : -1%	3%	3%	-7%	-16%	29%	1%	135%[activator]	1
11	CCC(=O)N1CCc2cc(S(=O)(=O)CCC(=O)NCCc3ccc(OC)c(OC)c3)ccc21
 : 3%	4%	4%	u	-10%	-3%	-5%	-3%	-4
12	COc1cc(OC)cc(C(=O)N[C@H](C(=O)NCc2ccccc2)C(C)C)c1
 : 9%	19%[56.9 µM]	-3%	0%	7%	18%	19%	-19%	-7
13	O=c1ccn(-c2cccc(C(F)(F)F)c2)nc1-c1ccn(-c2ccccc2)n1
 : 2%	19%	-9%	-21%	-5%	2%	0%	2%	0
14	O=C(NCC1CCCO1)C(c1ccc(F)cc1)N(Cc1ccc2c(c1)OCO2)C(=O)c1ccc(CN2CCOCC2)o1 (centres undefined)
 : -5%	12%	-7%	-9%	-3%	-9%	9%	u	-10
15	CCN(CC)S(=O)(=O)c1cccc(S(=O)(=O)c2cccc(S(=O)(=O)N(CC)CC)c2)c1
 : -8%	31%	u	-14%	-16%	2%	-6%	-2%	-9
16	CCCCC(=O)Nc1ncc([N+](=O)[O-])s1
 : -1%	11%	u	-14%	-16%	8%	9%	0%	-10
17	COc1cccc(CNC(=O)CCC2CCCN(C(=O)CCn3cncn3)C2)c1 (centres undefined)
 : -7%	14%	-2%	-4%	1%	16%	-4%	29%	-7
18	CCOc1ccc(Nc2ncnc3scc(-c4ccc(OC)cc4)c23)cc1
 : 3%	11%	89%[activator]	1%[60.1 µM]	-6%	3%	x	31%&-13%[activator]	3&-5
19	Cc1ccc(NC(=O)CN2C(=O)S/C(=C\C(=O)Nc3ccc(Cl)cc3)C2=O)cc1
 : 2%	-7%	4%	4%	-21%	28%	6%	16%	-7
20	Cn1c(SCC(=O)N2CCOCC2)nc2sc3c(c2c1=O)CCCC3
 : -14%	-16%	5%	-11%	-21%	1%	16%	-7%	-3
21	CC(=O)c1ccc(NC(=O)CN2CCC(C(=O)c3ccc4c(c3)OCCO4)CC2)cc1
 : 3%	-14%	-14%	-10%	-17%	u	15%[12.4 µM]	-10%	-4
22	CCOc1ccccc1NC(=O)CSc1nnc(CNC(=O)c2cccs2)o1
 : -1%	-2%	-8%	1%	-5%	6%	-12%	-19%	-3
23	COC(=O)c1sc(C(F)(F)F)c(-c2ccccc2)c1S(=O)(=O)N1CCCC1
 : 3%	4%	4%	-2%	-17%	-1%	1%	36%[activator]	-5
24	COc1ccc(CC(=O)Nc2ccccc2N2CCOCC2)cc1OC
 : -7%	27%	-2%	-23%	6%	-14%	-1%	5%	0
25	Cc1ccc(S(=O)(=O)NCCN2CCNC2=O)cc1
 : -14%	22%	4%	1%	0%	3%	-1%	u	-2
26	O=C(COC(=O)c1cncc(Br)c1)Nc1nc(-c2ccc(F)cc2)cs1
 : -3%	4%	4%	1%	-20%	-5%	-2%	-1%	-5
27	CN(C)S(=O)(=O)c1cccc(NC(=S)Nc2ccc3cn[nH]c3c2)c1
 : 1%	4%	-8%	-6%	-2%	-15%	8%	-17%	14
28	Cc1cccc2sc(NC(=O)[C@@H]3CCCN3C(=O)c3cccs3)nc12
 : -9%	22%	-17%	-8%	-19%	16%[57.1 µM]	-2%	-18%	-5
29	CCn1c(SCC(=O)N2CCC(C)CC2)nc2c(c1=O)SCC2
 : 6%	5%	-1%	-3%	-16%	7%	-15%	i	-3
30	NC(=O)Cc1ccc(C(=O)c2ccc(F)cc2)s1
 : -1%	-1%	-6%	-5%	-15%	-15%	u	-18%	-5
31	Cc1cccc(N(C)C(=O)C(Cc2ccccc2)NS(=O)(=O)c2cccc3nsnc23)c1 (centres undefined)
 : 0%	7%	-10%	-1%	-10%	13%	x	-25%	-7
32	CCCCOc1ccc(C(=O)N2CCN(CCc3ccccn3)CC2)cc1
 : 2%	-20%	-1%	-15%	-9%	-15%	x	-26%	-10
33	CN(C)c1ccc(-c2nnn(CC(=O)Nc3ccccc3N3CCOCC3)n2)cc1
 : x	-13%	-5%	-3%[60.1 µM]	-16%	-8%	16%	13%	-3
34	Cc1c(-c2ccc(Br)cc2)[n+](=O)c2c(n1[O-])CCCCC2
 : -3%	1%	6%	-7%	0%	-21%	-2%	10%	-5
35	Cc1cccc(N2C(=O)N3[C@H](c4ccc(Cl)cc4)[C@@H]4C(=O)N(C5CCCCC5)C(=O)[C@@H]4[C@]3(Cc3ccc(Cl)cc3)C2=O)c1
 : -6%	23%	-6%	-15%	-14%	0%	40%	x	-14
36	COc1cccc(NC(=O)CSc2c3c(nc4ccccc24)CCCC3)c1
 : -14%&1%	-5%&-22%	-23%&-2%	-24%&-5%	-17%&-20%	-12%&21%	-3%	-18%&-2%	-14&-2
37	CCCCNC(=O)/C(C#N)=C/c1ccc(C(=O)OC)cc1
 : 4%	6%	-13%	0%	-3%	-8%	2%	x	-7
38	Cc1ccc(C(C(=O)NCC2CCCO2)N(C(=O)c2snc(C(N)=O)c2N)c2ccc(F)cc2)o1 (centres undefined)
 : 27%	-2%	5%	-6%	0%	-25%	33%	-1%	-5
39	CN(Cc1ccc(OCC(O)CN(C)Cc2ccccc2)cc1)Cc1nccn1C (centres undefined)
 : 5%	-2%	3%	-2%	-1%	10%	13%	-4%	-1
40	COc1ccccc1N1CCN(CC(=O)NCc2ccc(Cl)cc2)CC1
 : 13%	28%	-10%	-4%	-6%	2%	25%	6%	-9
41	COc1ccc(-c2cc(C(=O)N/N=C/c3cc(OC)c(OC)cc3OC)c3ccccc3n2)cc1
 : -3%	11%	x	-17%	-12%	x	x	91%[activator]	-3
42	O=C(CCC(=O)N1CC2CCCN2c2ccccc21)NCc1ccccc1F (centres undefined)
 : -1%	-27%	30%	5%	-13%	-2%	x	u	14
43	O=C(CCC(=O)Nc1ccccc1)N/N=C/c1ccco1
 : -6%	-6%	u	-17%	-1%	u	u	8%	-8
44	COC(=O)c1cc(COC(=O)CNC(=O)c2cccc(C)c2)oc1C
 : -3%	8%	x	-7%	-8%	x	7%	-5%	-6
45	Cc1cc(C)n2nc(C(=O)NCc3ccco3)cc2n1
 : 0%	-25%	-7%	-3%	-14%	14%	-3%	16%	-7
46	CN(Cc1ccccc1)c1ccc2cc(S(=O)(=O)N3CCCCC3)ccc2n1
 : -4%	-7%	468%[activator]	-14%	-15%	0%	x	u	1
47	CSCCC(C)N1CCC(Oc2ccc(C(=O)N3CCCC3)cc2)CC1 (centres undefined)
 : 2%	-18%	-5%	-4%	-11%	18%	28%	u	2
48	Cc1ccc(S(=O)(=O)CCC(=O)N(Cc2nnc(-c3ccc(Cl)cc3)o2)C2CC2)cc1
 : -8%	9%	x	7%	-16%	x	-21%	u	-1
49	CCC(CNC(=O)c1c(C)nn(-c2ccccc2)c1Cl)c1ccccc1 (centres undefined)
 : -5%	9%	0%	5%	-20%	-3%	14%	-7%	2
50	CCCn1c(N)c(N(CCOC)C(=O)C2CCCC2)c(=O)[nH]c1=O
 : -5%	28%	x	-4%	6%	x	11%	6%	-19
51	Cc1ccc(NS(=O)(=O)c2ccc(C)c(C(=O)N3CCN(C)CC3)c2)cc1
 : 9%	1%	-18%	-10%	9%	u	-7%	-18%	4
52	CC(=O)N1CCN(c2ccc(Oc3nc(-c4ccccc4)nc4ccccc34)cc2)CC1
 : -13%	5%	x	1%	-2%	x	x	0%	1
53	Cc1cc(C)n(-c2nc3ccccc3nc2Nc2cc(C(=O)O)ccc2C)n1
 : -3%	12%	-2%	8%	-7%	-2%	x	4%	-4
